Assay outcomes from PubChem.
hcGAS inh – Primary biochemical luminescence assay for human cyclic GMP-AMP synthase inhibitors | 0.081% of 290,000 active | inhibition, % at 12.5 µM | AID 1259398, 2018 | recombinant h-cGAS, ATP depletion, Kinase-Glo luminescence | Q8N884;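 further: 0% = vehicle reaction and 100% = reaction without DNA for no activity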
Target sequence (Q8N884 whole entry, looked up): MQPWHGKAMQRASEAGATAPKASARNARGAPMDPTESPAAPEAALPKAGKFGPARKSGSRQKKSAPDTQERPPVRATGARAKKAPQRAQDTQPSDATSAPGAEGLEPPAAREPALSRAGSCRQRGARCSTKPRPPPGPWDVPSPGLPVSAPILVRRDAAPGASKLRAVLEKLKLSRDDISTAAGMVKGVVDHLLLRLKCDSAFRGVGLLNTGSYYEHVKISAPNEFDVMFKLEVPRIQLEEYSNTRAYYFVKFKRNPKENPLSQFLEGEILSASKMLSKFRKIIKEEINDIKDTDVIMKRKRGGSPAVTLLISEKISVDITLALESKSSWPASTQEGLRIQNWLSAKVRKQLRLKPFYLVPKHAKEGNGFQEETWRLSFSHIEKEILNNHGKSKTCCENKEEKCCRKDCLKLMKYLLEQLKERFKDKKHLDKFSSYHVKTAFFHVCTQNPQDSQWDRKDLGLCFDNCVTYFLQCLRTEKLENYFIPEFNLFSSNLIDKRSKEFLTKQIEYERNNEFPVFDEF
mcGAS inh – cyclic GMP-AMP synthase inhibitors, mouse, primary biochemical chemiluminescence | recombinant cGAS, Kinase-Glo ATP depletion luminescence | Q8C6L5 | 0.15% of 160,000 active | AID 1259399, 2018 | inhibition, % at 12.5 µM;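 further: 0% = negative control wells and 100% = reference inhibitor with no enzyme activity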
NPYLR7 agonist – agonists of mosquito NPYLR7 receptor, primary screen, cell-based, Aedes aegypti, calcium fluorescence, mosquito biting behavior; Aedes aegypti neuropeptide Y-like receptor 7 (NPYLR7); HEK293T NPYLR7/Galpha15, GCaMP6s calcium fluorescence; activation, % at 10 µM; 0.15% of 270,000 active; AID 1259423, 2018; in the data active means activation above about 40%;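 further: 0% = vehicle and 100% = reference agonist at the receptor; some compounds past the cut are filed as inactive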
Numbers without * were called inactive; / = no result given. Unless noted, no stated cut-off is given here; in the data, active means inhibition above about 40%; inactive means the rest.

SMILES | hcGAS inh | mcGAS inh | NPYLR7 agonist
Cc1cccc(N2CCN(C(=O)C3CC=CCC3C(=O)O)CC2)c1C (stereo not drawn) | -8 | -3 | -6
O=C1NC(CC(=O)N2C[C@@H]3[C@@H]4CC[C@@H](C4)[C@@H]3C2)c2ccccc21 (stereo partly drawn) | -5 | -12 | 10
Cc1cccn2c(=O)nc(SCC(=O)Nc3ccc(F)cc3)nc12 | -4 | / | 1
CCN(CC1CCCN(CCc2cccc(OC)c2)C1)C(=O)c1ocnc1C (stereo not drawn) | -2 | / | 0
COC(=O)C1(C(=O)NC(C)c2ccc(O)c(F)c2)CC1 (stereo not drawn) | -6 | -15 | 0
COc1cccc(C(=O)N2C(C(=O)NCc3ccccn3)COC23CCN(C(=O)c2cccc(F)c2)CC3)c1 (stereo not drawn) | -6 | -5 | 22
C=C(C)CN1N=C(c2ccc(Cl)cc2)Cn2c1nc1c2c(=O)n(C)c(=O)n1C | -10 | / | -3
COC(=O)C1=C(C)N(C)C(C)=C(C(=O)OC)C1c1cccc(Cl)c1Cl | 0 | 1 | 1
O=C(NCCc1csc(-c2ccncc2)n1)c1cn2c(n1)CNCC2 | -3 | -9 | -3
Cc1ccc(CN(CC(O)COC(C)(C)C)CC2CCCO2)s1 (stereo not drawn) | -3 | -3 | 19
Cc1ccc(Cl)cc1-n1c(SCC(=O)c2cccc([N+](=O)[O-])c2)nnc1-c1ccco1 | -12 | -6 | 16
Cc1cc(Cl)cc2c(N=NC(=O)c3ccncc3)c(O)[nH]c12 | 3 | / | -2
CCOC(=O)Oc1ccc2c(=O)c(-c3ccccc3OC)coc2c1 | -3 | -5 | 2
O=c1oc(-c2cncc(Br)c2)nc2ccccc12 | 0 | / | 2
CNc1cncc(-c2cccc(C(C)=O)c2)n1 | -1 | / | 0
CNS(=O)(=O)c1ccc(C)c(N(C)S(=O)(=O)c2ccc(C)cc2)c1C | -6 | / | 3
CCOC(=O)N1CCN(C(=O)c2cc(-c3sc(C)nc3C)[nH]n2)CC1 | -1 | -5 | /
Cc1cc(C)c2c(c1C(=O)N1CCC(O)(c3ccccc3)CC1)CC(C)(C)C2=O | -7 | / | -6
Cc1ccc(C)c(C2c3cccn3CCCN2Cc2ccco2)c1 (stereo not drawn) | 2 | 1 | -6
CC(C)(C)C(=O)N1CCN(C(=O)Nc2ccc3c(c2)oc2ccccc23)CC1 | 3 | / | 4
CC(c1nccs1)N(C)C(=O)c1ccccc1N1CCOCC1 (stereo not drawn) | -1 | / | 1
O=[N+]([O-])c1ccc(/C=N\Nc2cc(N3CCCC3)nc(N3CCCC3)n2)cc1 | 2 | 29 | -4
CC(C)Oc1ccc(C(=O)NNC(=O)CN2C(=O)C3CC=CCC3C2=O)cc1 (stereo not drawn) | -9 | -10 | 3
CCCCOC(=O)c1cc2c(cn1)[nH]c1ccccc12 | -1 | / | -12
CCC(C)N(Cc1csc(COc2ccccc2)n1)C(C)=O (stereo not drawn) | -8 | -7 | 7

Record cards, as listed above. Order of values: hcGAS inh, mcGAS inh, NPYLR7 agonist
Shown for O=C1NC(CC(=O)N2C[C@@H]3[C@@H]4CC[C@@H](C4)[C@@H]3C2)c2ccccc21 (stereo partly drawn) = -5, -12, 10
Shown for Cc1cc(Cl)cc2c(N=NC(=O)c3ccncc3)c(O)[nH]c12 = 3, /, -2
Shown for O=C(NCCc1csc(-c2ccncc2)n1)c1cn2c(n1)CNCC2 = -3, -9, -3
Shown for Cc1ccc(CN(CC(O)COC(C)(C)C)CC2CCCO2)s1 (stereo not drawn) = -3, -3, 19
Shown for CCC(C)N(Cc1csc(COc2ccccc2)n1)C(C)=O (stereo not drawn) = -8, -7, 7

Sorted by length of the SMILES (smallest number first): part of the list above.
SMILES | hcGAS inh | mcGAS inh | NPYLR7 agonist
CNc1cncc(-c2cccc(C(C)=O)c2)n1 | -1 | / | 0
Cc1cccn2c(=O)nc(SCC(=O)Nc3ccc(F)cc3)nc12 | -4 | / | 1
Cc1cccc(N2CCN(C(=O)C3CC=CCC3C(=O)O)CC2)c1C (stereo not drawn) | -8 | -3 | -6

The listing picks up, starting two compounds before the break.
SMILES | hcGAS inh | mcGAS inh | NPYLR7 agonist
CCCCOC(=O)c1cc2c(cn1)[nH]c1ccccc12 | -1 | / | -12
CCC(C)N(Cc1csc(COc2ccccc2)n1)C(C)=O (stereo not drawn) | -8 | -7 | 7
COc1cccc(OC)c1-c1ccc(-n2cncc2C(=O)NCc2c(C)cc(Cl)cc2Cl)cc1 | -9 | -9 | 2
CN(C)c1ccc(C=Nc2ccc3c4c(cccc24)C(=O)N(c2ccccc2)C3=O)cc1 | -1 | -5 | 26
Cc1ncc(CN2CCCC(CNC(=O)c3ccc(-c4ccccc4)cc3)C2)s1 (stereo not drawn) | -1 | -7 | 1
CCn1nc(C)c(C(=O)OCCc2scnc2C)c1Cl | -7 | / | 9
CN=c1scc(-c2ccc(Cl)cc2)n1N=Cc1ccccc1I | -14 | / | -1
C=C(C)CSc1nc2c(c(=O)n(C)c(=O)n2C)n1CCCc1ccccc1 | 2 | / | -1
Cc1ccccc1-n1c(C)nnc1SCC(O)c1ccccc1 (stereo not drawn) | -5 | / | 0
NC(=O)c1ccc(NC(=O)CN2C(=O)NC3(CCS(=O)(=O)c4ccc(F)cc43)C2=O)cc1 (stereo not drawn) | 3 | / | -4
CN1CCCC(C(=O)Nc2cccc(Cl)c2)CC1 (stereo not drawn) | -18 | / | -1
Cc1cccc(-n2nc(-c3ccccc3)c3c2N(CC(=O)N2CCOCC2)C(=O)CSC3c2ccc3c(c2)OCO3)c1 (stereo not drawn) | -4 | -5 | 25
Cc1ccc2cc(C3(O)CCN(C(=O)CCn4cnnc4)CC3)ccc2n1 | -3 | / | -4
CCOC(=O)C1(Cc2cccc(OC)c2)CCN(Cc2ccc3ncccc3c2)CC1 | -2 | / | 4
Cc1ccc(C2(O)CCN(CCCOc3ccc(C(N)=O)cc3)CC2)nc1 | -8 | / | 24
O=C(O)COc1ccccc1C=NN1CCN(Cc2cccc3ccccc23)CC1 | -4 | -6 | 0
COc1ccc(Nc2oc(-c3ccc(S(=O)(=O)N(C)Cc4ccccc4)cc3)nc2C#N)cc1 | -7 | -9 | 0
CCOC(=O)c1[nH]ncc1CN1CCn2cncc2C1 | -1 | / | 15
CCOC(=O)c1c(C)[nH]c(C(=O)COC(=O)c2ccsc2)c1C | -6 | / | 10
COc1ccc(OC)c2sc(N(CC3CCCO3)C(=O)c3ccn(C)n3)nc12 (stereo not drawn) | -6 | -5 | /
COC(=O)C1=C(C)NC(C)=C(C(=O)OC)C1c1ccc(Cl)cc1 | 0 | -3 | 3
CCOC(=O)N1CCC(NCC(=O)NCc2ccccc2F)CC1 | -7 | / | 1
Cc1ccc(C(CNC(=O)c2cnc3ccccc3n2)N2CCOCC2)cc1 (stereo not drawn) | -1 | / | -3
Cc1ccc(-c2noc(-c3cccn(CC(=O)Nc4c(C)cccc4C)c3=O)n2)cc1 | -6 | -10 | -1
CCCCN1CC(c2nc3ccccc3n2CCCC)CC1=O (stereo not drawn) | -7 | -5 | -1
COc1ccc(C2c3cccn3CCCN2Cc2cccc([N+](=O)[O-])c2)cc1OC (stereo not drawn) | -4 | -4 | 34
COc1ccccc1-c1cc(C(=O)N2CCN(Cc3ccccc3)CC2)nc2cc(-c3ccccc3)nn12 | -10 | -8 | 5

Further structures
SMILES | hcGAS inh | mcGAS inh | NPYLR7 agonist
COCCN(CC(=O)N(CCc1c[nH]c2ccccc12)Cc1ccc(OC)c(OC)c1)C(=O)Nc1ccccc1C(F)(F)F | -2 | 0 | -8
COc1cc(OC)cc(C(=O)NC(C)c2ccc(Cl)s2)c1 (stereo not drawn) | -14 | / | 2
O=C(O)C1CC2(CCNCC2)CN1C(=O)c1cccc(Oc2ccccc2)c1 (stereo not drawn) | -1 | / | 3
COc1cccc(NC(=O)CSc2nc3c(-c4ccccc4)c[nH]c3c(=O)n2C2CC2)c1 | -4 | -10 | 1
CC(C)COC(=O)c1ccc(N=CC(C#N)c2nc(C3CC3)cs2)cc1 (stereo not drawn) | -6 | -6 | 12
O=C(NCCCC(=O)N1CCCC1c1cccc(Br)c1)C1CC1 (stereo not drawn) | 3 | / | 9
Cc1cccc(NC(=O)N2CCC3(CC2)C(=O)N(CC(=O)NC(C)c2ccccc2)CN3c2ccccc2)c1 (stereo not drawn) | -4 | -6 | 5
CC1C(=O)N(C)CCN1C(=O)c1cc(CN2CCC(Cc3ccccc3)CC2)on1 (stereo not drawn) | 5 | -8 | -1
C[C@@]1(O)CCN(CC2CCCCC2)C[C@H]1N1CCCC1 | -13 | -5 | /
Cc1cccc(CN(C)Cc2cc(-c3ccccc3)no2)n1 | -9 | / | 11
COc1cccc(-c2cccc(-c3ccc(NC(=O)c4ccc(C#N)cc4)cc3)n2)c1 | -4 | -3 | 9
COc1cccc(C(=O)Nc2ccc(C3SCC(=O)N3c3cc(C)ccc3F)cc2)c1 (stereo not drawn) | 0 | 2 | -5
O=C1NC(=NC2CCCC2)SC1=Cc1ccc2c(c1)OCCO2 | -4 | / | 6
Cc1n[nH]c(C)c1CCCN(C)c1nc(N(C)C)nc2c1CCNC2 | 5 | 2 | -15
O=C(N[C@@H]1CCCCC1NC(=O)C1CCN(S(=O)(=O)c2ccc([N+](=O)[O-])cc2)CC1)c1ccccc1 (stereo partly drawn) | -3 | -8 | /
O=C(NCCn1nc(-c2ccc(F)cc2)ccc1=O)c1cccc(C(F)(F)F)c1 | -5 | -4 | -7
Cc1ccc(-n2[nH]c(-c3ccccc3)cc2=O)cc1 | 1 | / | 1
CCC/C=C/c1ccc(C(=O)NC2CC2)cc1 | 1 | / | -4
CCOCCn1c(=O)c2c(nc3n2CCN3c2ccc(CC)cc2)n(C)c1=O | -9 | / | 6
Cc1ccc(-n2nc(C(=O)NCC3CCCO3)c(=O)n(Cc3ccc(C(F)(F)F)cc3)c2=O)cc1Cl (stereo not drawn) | -4 | -5 | /
CCn1ncnc1CN1CCC(CNC(C)=O)CC1 | -4 | -6 | 6
CC(C)CN1C(=O)N(C)C(=O)C12CCN(Cc1cn(-c3ccccc3)nc1-c1ccccc1)CC2 | 0 | -15 | 11
CCC(C)(C)C(=O)Nc1cccc(CS(=O)C(C)(C)C)c1 (stereo not drawn) | 5 | 9 | -1
CCCCCCC(=O)N(CC(=O)Nc1cc(C(C)(C)C)nn1-c1ccc(Cl)c(Cl)c1)Cc1ccco1 | 1 | -3 | 2
COc1ccc(N2C3=[N+](CCCS3)CC2(O)c2ccc(C)cc2)cc1 (stereo not drawn) | -7 | -3 | 4

The list goes on (3 carried over from the part before).
SMILES | hcGAS inh | mcGAS inh | NPYLR7 agonist
CCC(C)(C)C(=O)Nc1cccc(CS(=O)C(C)(C)C)c1 (stereo not drawn) | 5 | 9 | -1
CCCCCCC(=O)N(CC(=O)Nc1cc(C(C)(C)C)nn1-c1ccc(Cl)c(Cl)c1)Cc1ccco1 | 1 | -3 | 2
COc1ccc(N2C3=[N+](CCCS3)CC2(O)c2ccc(C)cc2)cc1 (stereo not drawn) | -7 | -3 | 4
COc1ccc(CCN(Cc2sccc2C)C(=O)CN(CCN2CCCC2)C(=O)Nc2ccc(Br)cc2)cc1OC | -10 | -4 | /
CCCCCNC(=O)c1sc2ncn(C)c(=O)c2c1C | -4 | 0 | 2
CCSc1nc2c([nH]c3ccccc32)c(=O)n1CC | -1 | -7 | 6
CCOC(=O)c1nn(-c2ccccc2C)c(=O)cc1NCC1CCCO1 (stereo not drawn) | -3 | / | 5
Cc1nnc(-c2cc3ccccc3n2CC(=O)Nc2ccc(Br)cc2)o1 | -9 | -8 | -6
COc1ccc2c(c1)C=C(C(=O)NC(C#N)c1ccccc1F)CO2 (stereo not drawn) | -8 | / | 7
CCOC(=O)C(C)n1cnc2c(nnn2-c2ccc(C)cc2)c1=O (stereo not drawn) | -1 | / | 4
CN(C)C1CCCN(S(=O)(=O)c2ccc(Cl)nc2Cl)C1 (stereo not drawn) | -4 | / | 12
Cn1cc(SC(=N)N)c2ccccc21 | -5 | -8 | -7
CCOC(=O)CN1C(=O)SC(=Cc2ccc(Br)o2)C1=O | -8 | -5 | -2
Cn1cc(SCC(=O)N2CCc3ccccc32)c2ccccc21 | -7 | / | -1
Cc1nc2cc(OCc3nc(C(=O)N(C)CCc4cn[nH]c4)co3)ccc2s1 | -4 | -16 | 1
CC(C)(C)c1ccc(/C=C2N=C(/C=C/c3ccc([N+](=O)[O-])cc3)OC\2=O)cc1 | 2 | / | -5
Clc1cncc(N2CCC3(CCCCCC3)C2)n1 | -7 | / | 2
CC(NC(=O)C1(N(C)CCc2ccccc2)Cc2ccccc2C1)c1nn[nH]n1 (stereo not drawn) | -12 | / | 3
Cc1ccccc1CN1CCC(CN(Cc2cccnc2)C(=O)C2CCOC(C)(C)C2)CC1 (stereo not drawn) | -7 | -11 | 5
COC(=O)CN1CCN(CC(=O)Nc2cc(C)ccc2F)C(C)C1=O (stereo not drawn) | 0 | -9 | 1
COC(=O)C(C)Sc1nnc(-c2cccs2)n1-c1cccc(C)c1 (stereo not drawn) | -5 | -5 | -6
CC1CCc2sc(-c3nnc(SCc4coc(-c5cccs5)n4)o3)cc2C1 (stereo not drawn) | -6 | / | 5
COc1ccc(CN(C)c2ccnc(C(=O)NC3CC3)c2)c2cccnc12 | -3 | / | 1
NC(=O)c1cc(N2CCN(c3cccc(Cl)c3)CC2)nc2ccccc12 | 5 | / | 0
CCCC(CCC)C(=O)NCCc1cc2cc(C)c(C)cc2[nH]c1=O | -5 | -7 | 1
CCc1nnc(NC(=O)C(=O)N(C)C(C)c2cccs2)s1 (stereo not drawn) | -2 | / | 5
